Assay outcomes from PubChem BioAssay.
OXTR ag: human OXTR agonism. CHO-OTR cells, Fluo-8 calcium fluorescence; normalized: DMSO 0%, oxytocin 100%. activation, % at 3 µM. 320,000 tested, 0.32% active. AID 2435;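 active means activation above the mean of all tested compounds plus 3 SD, cutoff set per screening run, cut at about 20% in these data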;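 further: peak over basal fluorescence ratio from a 100 s FLIPR kinetic read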
V1R ag counter: V1a receptor agonism, counter-screen for OXTR agonists; activation, % at 3 µM; P37288; 320,000 tested, 0.25% active; CHO-V1R cells, Fluo-8 calcium fluorescence, agonist mode; 0% DMSO, 100% 3 nM vasopressin; AID 2797;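 active means activation above the mean activation of all tested compounds plus 3 SD, per screening run, cut at about 20% in these data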;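 further: signal is peak over basal fluorescence ratio across a 100 second FLIPR read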
Target sequence (P37288 whole entry, looked up): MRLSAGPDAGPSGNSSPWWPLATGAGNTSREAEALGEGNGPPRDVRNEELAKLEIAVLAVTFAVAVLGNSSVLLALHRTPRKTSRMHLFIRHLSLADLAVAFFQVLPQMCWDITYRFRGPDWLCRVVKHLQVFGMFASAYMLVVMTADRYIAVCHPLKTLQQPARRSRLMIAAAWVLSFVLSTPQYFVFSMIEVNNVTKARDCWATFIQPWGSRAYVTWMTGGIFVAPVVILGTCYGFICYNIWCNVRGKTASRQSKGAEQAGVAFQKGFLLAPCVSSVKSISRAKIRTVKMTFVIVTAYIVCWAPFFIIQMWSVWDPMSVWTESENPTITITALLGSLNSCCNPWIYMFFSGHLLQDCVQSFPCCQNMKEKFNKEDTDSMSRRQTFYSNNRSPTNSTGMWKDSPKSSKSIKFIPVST
VIM-2 inh: inhibitors of Pseudomonas aeruginosa VIM-2 metallo-beta-lactamase; purified VIM-2, nitrocefin hydrolysis, epi-absorbance fluorescence; inhibition, % at 5.6 µM; 290,000 tested, 0.89% active; AID 1527;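 active means inhibition above the mean of all tested compounds plus 3 SD, cutoff set per screening run, cut at about 7.5% in these data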;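 further: red hydrolysis product quenches plate fluorescence so inhibitors raise well fluorescence; 0% = enzyme with DMSO and 100% = DMSO without enzyme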
GPR7 antag: human neuropeptides B/W receptor 1 antagonism; P48145; GPR7-expressing cells, fluorescence antagonist assay; inhibition, % at 4.4 µM; 290,000 tested, 1.1% active; in the data active means inhibition above about 16%, passing the limit was not always enough;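 further: cells stimulated with the agonist NPW; 0% = agonist with vehicle and 100% = vehicle without agonist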
Target sequence (P48145 whole entry, looked up): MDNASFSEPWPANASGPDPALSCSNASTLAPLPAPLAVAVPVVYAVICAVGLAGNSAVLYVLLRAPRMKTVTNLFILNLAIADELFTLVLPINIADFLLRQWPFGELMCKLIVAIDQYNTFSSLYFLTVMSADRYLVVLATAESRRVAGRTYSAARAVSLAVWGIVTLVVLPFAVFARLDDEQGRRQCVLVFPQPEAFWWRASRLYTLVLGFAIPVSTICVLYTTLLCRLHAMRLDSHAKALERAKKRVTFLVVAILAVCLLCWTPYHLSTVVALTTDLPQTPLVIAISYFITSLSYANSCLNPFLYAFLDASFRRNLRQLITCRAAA
NS3 helicase inh: inhibitors of Hepatitis C virus NS3 helicase; NS3 helicase DNA unwinding, Cy5 molecular beacon fluorescence; inhibition, % at 10.9 µM; 290,000 tested, 0.56% active;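 active means inhibition above the mean of all tested compounds plus 3 SD, set per campaign, cut at about 35% in these data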;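 further: 0% = DMSO wells and 100% = thioflavine S control wells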
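Assay system – hepatitis C virus NS3 helicase domain fragment enzyme · Buffer or medium – MOPS pH 6.5, MgCl2, DTT, Tween20, BSA · Reagent – Cy5/quencher beacon DNA duplex and ATP to start · Compound – single 10.9 µM dose · Timing – 1 h at 25 °C · Technique – Cy5 beacon fluorescence read at start and 1 h · Measure – % inhibition of unwinding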
IMP-1 inhibitor: inhibitors of Pseudomonas aeruginosa IMP-1 metallo-beta-lactamase; 290,000 tested, 0.45% active; AID 1556; purified IMP-1, nitrocefin hydrolysis, epi-absorbance fluorescence; inhibition, % at 5.6 µM;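 active means inhibition above the mean plus 3 SD of all compounds in the same screening run, cut at about 4.5% in these data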;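 further: 0% = IMP-1 with DMSO and 100% = DMSO wells lacking enzyme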
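System: purified IMP-1 / Input: IMP-1 dispensed at 0.2 nM / Medium: 50 mM HEPES pH 7.1, 50 µM ZnSO4, 0.05% Brij 35 / Timing: 15 min enzyme–compound preincubation, then 25 min nitrocefin reaction, 25 °C / Technique: plate fluorescence quenching by hydrolysis product, ex 480/em 530 nm / Repeats: singlicate testing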
FID counter: counter-screen for HCV NS3 helicase inhibitors: DNA intercalator displacement | DNA fluorescent intercalator displacement, fluorescence | inhibition, % at 7.9 µM | 290,000 tested, 0.17% active; in the data active means inhibition above about 37%;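 further: 0% = vehicle and 100% = reference compound; higher means more ethidium bromide displaced from hairpin DNA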
GalR3 antag: human GalR3 antagonism; O60755; HEK293 GalR3-CNG cAMP membrane potential fluorescence; galR3 body fused to GalR1 C-terminus; inhibition, % at 3 µM; 360,000 tested, 0.44% active; AID 651719;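 active means inhibition above the screen-wide average plus 3 SD, cut at about 13% in these data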;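 further: forskolin and galanin both at EC90 stimulate the cells; cAMP rise reported by CNG channel membrane potential dye signal; 0% = forskolin plus galanin with DMSO and 100% = forskolin alone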
PHOSPHO1 block: blocks human PHOSPHO1 phosphatase activity; recombinant PHOSPHO1, absorbance phosphatase assay; 290,000 tested, 1.1% active; Q8TCT1; inhibition, % at 13.3 µM; AID 1565; in the data active means inhibition above about 60%
Target sequence (Q8TCT1 whole entry, looked up): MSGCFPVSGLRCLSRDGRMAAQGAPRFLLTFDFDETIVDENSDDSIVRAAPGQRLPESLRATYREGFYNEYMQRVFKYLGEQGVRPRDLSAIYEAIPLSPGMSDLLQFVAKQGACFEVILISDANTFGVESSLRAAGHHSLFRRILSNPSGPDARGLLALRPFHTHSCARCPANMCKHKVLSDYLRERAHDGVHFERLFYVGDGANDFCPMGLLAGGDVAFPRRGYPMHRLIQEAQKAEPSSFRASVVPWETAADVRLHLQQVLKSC
Numbers without * were called inactive; . = not tested or not shown.

Sample of the layout (four entries):
entry	compound	OXTR ag	V1R ag counter	VIM-2 inh	GPR7 antag	NS3 helicase inh	IMP-1 inhibitor	FID counter	GalR3 antag	PHOSPHO1 block
1	COc1cccc(C(=O)NC(=S)N2CCN(c3ccc(C(F)(F)F)cc3[N+](=O)[O-])CC2)c1	-0.7	-0.2	-2.6	-7	10	-3.1	2	-7	-9
2	CCc1ccccc1NC(=S)N(Cc1cccnc1)Cc1ccco1	-1.6	-0.7	0.3	-5	14	1.5	-1	3	-10
3	Cc1cc(C)cc(NC(=O)c2cccc3c2C(=O)N(C2CCCCC2)C3)c1	-0.6	0.7	0.0	-6	8	-3.7	-18	.	-10
4	CCOc1ccc(N2C(=O)S/C(=C\c3ccc(O)c(OC)c3)C2=O)cc1	1.8	0.5	-0.3	-11	-10	-2.5	-4	9	24

The listing (from the top)
entry	compound	OXTR ag	V1R ag counter	VIM-2 inh	GPR7 antag	NS3 helicase inh	IMP-1 inhibitor	FID counter	GalR3 antag	PHOSPHO1 block
1	COc1cccc(C(=O)NC(=S)N2CCN(c3ccc(C(F)(F)F)cc3[N+](=O)[O-])CC2)c1	-0.7	-0.2	-2.6	-7	10	-3.1	2	-7	-9
2	CCc1ccccc1NC(=S)N(Cc1cccnc1)Cc1ccco1	-1.6	-0.7	0.3	-5	14	1.5	-1	3	-10
3	Cc1cc(C)cc(NC(=O)c2cccc3c2C(=O)N(C2CCCCC2)C3)c1	-0.6	0.7	0.0	-6	8	-3.7	-18	.	-10
4	CCOc1ccc(N2C(=O)S/C(=C\c3ccc(O)c(OC)c3)C2=O)cc1	1.8	0.5	-0.3	-11	-10	-2.5	-4	9	24
5	Cc1ccc(NC(=S)N2CCN(S(C)(=O)=O)CC2)cc1	.	.	-0.9	3	-5	-2.2	-4	-3	-44
6	CC(=O)N1CCN(c2ccc(N=Cc3c(O)n(Cc4ccccc4)c(=O)[nH]c3=O)cc2)CC1	.	.	-2.5	-1	21	-2.9	-28	-6	-32
7	CCOC(=O)c1c(C(=O)OCC)c(C)n(CCc2ccc(OC)c(OC)c2)c1C	-1.7	-0.1	-1.1	-9	2	-1.1	-34	3	1
8	CC1=C(C(=O)Nc2ccc(F)cc2)C(c2ccc(C)o2)C2=C(CC(C)(C)CC2=O)N1 (stereo unspecified)	-0.9	0.9	-5.0	-16	2	-3.2	-15	-4	-14
9	Cc1c(C(=O)N2CCCCC2)c(S(=O)(=O)Nc2ccc(F)cc2F)c(C)n1C	-0.3	-0.1	-1.9	-6	-1	-3.8	-22	2	38
10	COc1ccc(CCCc2n[nH]c(=S)n2C)cc1C	1.4	3.6	-2.5	4	10	-5.2	-14	5	-8
11	CC(C)Sc1cc(N2CCOCC2)nc(-c2ccc(Cl)cc2)n1	2.1	0.9	-1.7	-11	0	-1.6	2	-2	-19
12	N#Cc1c(-c2ccccc2)nc2n1CCS2	-0.1	0.2	-1.5	16	-7	-1.3	1	-6	34
13	Cc1ccc(-c2nnn3c2nc(NCCc2ccc(S(N)(=O)=O)cc2)c2ccccc23)cc1	0.5	0.4	-2.4	-6	-1	-4.9	-7	-1	6
14	C/C(=N/N=C/c1ccccc1O)c1ccccc1O	-0.5	0.6	-1.7	-1	-7	-2.6	-3	-6	20
15	CCC(Sc1nc(N)c(NC(=O)c2ccc(OC)cc2)c(=O)[nH]1)C(=O)O (stereo unspecified)	0.5	0.8	0.0	-13	-5	-1.8	-1	-3	-16
16	COc1ccccc1CCNC(=O)c1ccoc1C	-0.4	0.4	-3.2	12	-4	-2.6	-5	-4	7
17	COc1ccc2cc(C(N)=O)c(=Nc3ccccc3)oc2c1	-0.9	0.6	-2.6	-4	-1	-1.2	2	-5	-10
18	O=c1[nH]c(CN(CCc2ccccc2)S(=O)(=O)c2ccc(Cl)cc2)nc2ccccc12	-2.1	-0.7	2.2	-3	-1	-0.1	1	-3	-15
19	Cc1ccc(S(=O)(=O)NCCS(=O)(=O)N2CCN(c3ccccc3)CC2)cc1	4.4	6.2	0.4	4	6	1.3	-35	-1	39
20	O=C(CNC(=O)c1ccco1)OCc1ccc(Br)cc1	-0.8	0.6	0.9	-7	1	-2.1	-7	.	5
21	COc1ccc(CCNc2oc(-c3ccco3)nc2C#N)cc1	1.8	2.7	-1.1	13	-5	-1.0	0	-1	6
22	O=C(C1CC1)N1CCC(Oc2cccc(C(=O)N3CCCCC3CCO)c2)CC1 (stereo unspecified)	-0.5	-0.1	-2.7	-15	1	-3.7	-41	-1	55
23	CN(C(=O)CSc1nnc(NCc2ccccc2)s1)C1CCS(=O)(=O)C1 (stereo unspecified)	-0.4	-0.1	-0.1	-9	3	-0.7	-2	-3	37
24	Cc1ccccc1OCc1nnc(SCC(=O)NCc2ccccc2)n1C	-1.5	-0.5	-1.8	-6	-5	-0.9	-22	-5	48
25	COc1cc(N)c(Br)cc1C(=O)O	1.3	4.2	0.3	4	0	-2.0	1	-2	1
26	O=C1CC(CCC(=O)NC2CC2)c2ccccc2N1 (stereo unspecified)	1.5	0.7	-3.9	-7	3	-4.2	4	-5	-9
27	Cc1cc2n(n1)C(c1ccc(N(C)C)cc1)Nc1ccccc1-2 (stereo unspecified)	-1.4	-0.7	0.2	2	-3	-3.0	-8	-3	51
28	Cc1cccc(C)c1NC(=O)N1CC=C(n2c(=O)[nH]c3ccccc32)CC1	-0.4	0.7	-2.1	-1	0	-4.9	-16	-4	14
29	CN(C)C1=NC(=O)/C(=C\c2ccccc2)S1	0.1	0.7	-0.1	-3	-10	-0.4	-8	-2	-5
30	Cc1nn(Cc2ccccc2)c2c1C(c1ccncc1)C(C#N)=C(N)O2 (stereo unspecified)	-0.1	1.4	.	.	.	.	.	5	20

Compound profiles, as listed above.
COc1ccccc1CCNC(=O)c1ccoc1C is listed as OXTR ag = -0.4; V1R ag counter = 0.4; VIM-2 inh = -3.2; GPR7 antag = 12; NS3 helicase inh = -4; IMP-1 inhibitor = -2.6; FID counter = -5; GalR3 antag = -4; PHOSPHO1 block = 7
O=C(CNC(=O)c1ccco1)OCc1ccc(Br)cc1 is listed as OXTR ag = -0.8; V1R ag counter = 0.6; VIM-2 inh = 0.9; GPR7 antag = -7; NS3 helicase inh = 1; IMP-1 inhibitor = -2.1; FID counter = -7; GalR3 antag = .; PHOSPHO1 block = 5
Cc1ccc(-c2nnn3c2nc(NCCc2ccc(S(N)(=O)=O)cc2)c2ccccc23)cc1 is listed as OXTR ag = 0.5; V1R ag counter = 0.4; VIM-2 inh = -2.4; GPR7 antag = -6; NS3 helicase inh = -1; IMP-1 inhibitor = -4.9; FID counter = -7; GalR3 antag = -1; PHOSPHO1 block = 6

Additional records follow:
entry	compound	OXTR ag	V1R ag counter	VIM-2 inh	GPR7 antag	NS3 helicase inh	IMP-1 inhibitor	FID counter	GalR3 antag	PHOSPHO1 block
31	Cc1ccc(C(=O)Nc2ccc(S(=O)(=O)N3CCN(C)CC3)cc2)o1	0.6	0.8	-3.2	4	2	-4.4	8	.	-22
32	COc1ccc(C2c3ccc4ccccc4c3Oc3ncn(CCN(C)C)c(=N)c32)cc1 (stereo unspecified)	11	5.5	-2.4	20	-54	-2.6	22	-14	16
33	CN(C(=O)Nc1cnc2ccccc2c1)c1ccccc1	-0.8	-0.3	-3.7	10	-4	-2.3	0	-2	24
34	CCCc1nc2sc3c(c2c(=O)n1N)CCC3	-2.1	-0.2	-0.3	2	-3	-3.9	-5	1	40
35	COc1ccc(S(=O)(=O)N2CCC(C(=O)NCc3ccncc3)CC2)cc1Cl	-0.1	0.7	-3.9	1	1	-3.8	-8	-4	36
36	CCC(Cc1ccccc1)NC(=O)C1=C(C)C(=O)OC12CCC(C)CC2 (stereo unspecified)	-2.2	-0.1	-2.8	-9	0	-3.1	-10	-1	-12
37	Cc1nn(Cc2ccc(C(=O)NN)cc2)c(C)c1Cl	0.5	-0.4	-2.9	4	-27	-4.8	-21	1	20
38	CCNc1nc(NCC)nc(OCCOC(=O)Nc2ccccc2)n1	-0.8	0.6	-1.3	-9	2	-1.7	-13	0	-5
39	O=C(O)c1ccccc1C(=O)NCc1cccnc1	0.5	0.4	-1.6	-13	13	-0.8	-1	-1	9
40	Cn1c(Cc2cccs2)nnc1SCc1nc2ccccc2[nH]1	-0.3	0.6	-0.8	-4	-7	-3.0	-6	-5	41
41	O=c1[nH][nH]c2cc(=O)n(-c3cccc(C(F)(F)F)c3)nc12	-0.2	-0.9	-3.2	-17	13	-5.2	-12	1	19
42	Cc1ccc(N(C(=O)c2csnn2)C(C(=O)NC(C)(C)C)c2cccnc2)cc1 (stereo unspecified)	0.0	-1.3	-3.5	-9	8	-2.3	-8	0	32
43	c1ccc(CN2CCN(c3nc(-c4ccccc4)nc(-n4ccnc4)n3)CC2)cc1	0.0	0.3	-4.2	-19	-25	-2.6	-11	.	18
44	CCOC(=O)CN(C(=O)COc1nc(-c2ccccc2)cc(C)c1C#N)c1ccc(C)cc1	-1.2	-0.7	-2.2	-9	3	-1.8	-6	-4	-3
45	O=C(Nc1ccccc1)c1cccc(=O)o1	0.1	-0.4	-2.5	-10	6	-2.7	-13	-2	4
46	O=C1CSC(=O)N1CC(O)COc1ccc(Cl)cc1 (stereo unspecified)	1.7	1.9	-0.6	-14	4	-2.8	-7	-1	-4
47	Cc1nc(C)c(-c2csc(N)n2)s1	0.6	-1.1	-3.7	12	9	-2.2	-10	-2	-6
48	COc1ccc(NC(=O)CN2CCN(S(=O)(=O)N(C)C)CC2)cc1	1.2	1.8	-0.7	-4	-2	-4.3	-5	-7	25
49	COC(=O)c1c(C(=O)OC)c(C)n(Cc2cccnc2)c1C	0.2	-0.5	-3.6	-9	-1	-3.6	-2	-3	10
50	COc1ccc(NC(=O)Nc2sc(NS(=O)(=O)c3ccccc3)nc2C)cc1	-1.8	1.0	-0.7	-6	11	-2.6	3	-5	-71
51	CN(C)S(=O)(=O)c1ccc(Cl)c(NC(=O)COC(=O)CN2C(=O)NC(C)(C)C2=O)c1	0.8	-0.7	-1.9	-8	-9	-1.7	-4	-8	-5
